Screening results: PubChem, Southern Research Specialized Biocontainment Screening Center
H1N1 NS1A inhibition: H1N1 influenza NS1A inhibitors, functional cell based assay (AID 504329); NS1A functional cell-based assay, percent inhibition; higher % means a stronger effect; inhibition, % at 12.5 µM, or IC50 in µM where a hit was titrated; 0.3% of 340,000 active; in the data active = a potency from the dose series; inconclusive = inhibition above about 27% without an active follow-up result; note: strong numbers were not always called active
M. tuberculosis HTS: M. tuberculosis growth inhibition, HTS (AID 449762); M. tuberculosis H37Rv growth inhibition, 7H9 media; higher % means a stronger effect; inhibition, % at 25 µM; hits with a dose series show IC50 in µM; 0.59% of 330,000 active; in the data active = a potency from the dose series; inconclusive = inhibition above about 70% without an active follow-up result;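 note: bacterial growth assessed after seven days of incubation; strong numbers were not always called active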
Salmonella PhoP GFP: PhoP regulon inhibitors, Salmonella typhi PhoP promoter GFP reporter, confirmatory (AID 1850) | 0.33% of 310,000 active | inhibition, % at 50 µM, or IC50 in µM where a hit was titrated | Salmonella Typhi PhoP-promoter GFP reporter, fluorescence, 4 h; higher % means a stronger effect; in the data active = a potency from the dose series; inconclusive = inhibition mostly from about 25% at the one dose, without a potency; inactive = the rest, 99 in 100 with inhibition below about 19%;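 note: 0% = induced wells with vehicle and 100% = uninduced wells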
inhibitors of VEEV: inhibitors of VEEV TC-83 cytopathic effect, confirmation, Vero cells (AID 588727); Vero cells, VEEV TC-83 cytopathic effect inhibition; higher % means a stronger effect; inhibition, % at 20 µM; hits with a dose series show IC50 in µM; 0.13% of 350,000 active; in the data active = a potency from the dose series; inconclusive = inhibition mostly from about 14% at the one dose, without a potency; inactive = the rest, 99 in 100 with inhibition below about 12%; note: strong numbers were not always called active
tuberculosis growth: growth inhibition of non-replicating M. tuberculosis (AID 488890). inhibition, % at 25 µM; hits with a dose series show IC50 in µM. 0.39% of 320,000 active. Mycobacterium tuberculosis non-replicating, growth inhibition; higher % means a stronger effect; in the data active = a potency from the dose series; inconclusive = inhibition mostly from about 82% at the one dose, without a potency; inactive = the rest, 99 in 100 with inhibition below about 76%;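 note: plate controls were DMSO cells for no effect and high antibiotic wells for full effect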
inhibitors of VEEV 10K pilot screen: second read-out of inhibitors of VEEV, no call of its own (marks repeat the call); inhibition, %; measured here: 10K pilot screen inhibition
An asterisk follows results filed as active; i = inactive; ? = inconclusive; . = not tested or not shown.

SMILES | H1N1 NS1A inhibition | M. tuberculosis HTS | Salmonella PhoP GFP | inhibitors of VEEV | tuberculosis growth | others
CC1CCC2(CC1)NC(=O)N(CC(=O)N1c3ccccc3CC1C)C2=O (stereo not given) | -13.2% | -4.2% | . | i | -7.0%
CC(C)Sc1n[nH]c(=O)n1-c1cccc(C(F)(F)F)c1 | 2.1% | 6.3% | -0.2% | 4.5% | -6.7%
CCOC(=O)C[C@H]1c2ccc(C(F)(F)F)cc2S(=O)(=O)N1c1cccc(OC)c1 | 0.1% | 53.5% | -5.8% | 0.4% | 12.4%
COc1ccccc1NC(=O)COc1ccc(Br)cc1CNC1CCCC1 | 17.4% | 70.0% | -0.3% | 1.1% | 74.3%
CCC(CC)NC(=O)CO/N=C/c1ccccc1OC(F)F | -0.9% | 0.0% | -0.3% | 1.6% | -6.1%
CC(C)=CCC(C)(C)C1OCCN1C(=O)c1ccccc1 (stereo not given) | -5.0% | 3.2% | 10.0% | i | 15.5%
C=CCN1C(=O)C(Cc2ccccc2)S/C1=N/N=C/c1cccs1 (stereo not given) | 5.7% | 12.0% | -10.1% | 3.9% | 4.5%
O=C1CCc2cc(S(=O)(=O)NC(C(=O)N3CCN(c4ccccn4)CC3)c3ccccc3)ccc2N1 (stereo not given) | -1.8% | -6.0% | 4.9% | 1.0% | -2.0%
CCCCN(CCCC)S(=O)(=O)c1c(C)[nH]c(=O)[nH]c1=O | 2.7% | -9.4% | 2.2% | 0.3% | -18.4%
NC(=O)CSc1ncc(-c2ccccc2)[nH]1 | -2.6% | -5.2% | 12.8% | 0.2% | -7.0%

Looked up one by one from above (five):
SMILES | H1N1 NS1A inhibition | M. tuberculosis HTS | Salmonella PhoP GFP | inhibitors of VEEV | tuberculosis growth | others
CC(C)=CCC(C)(C)C1OCCN1C(=O)c1ccccc1 (stereo not given) | -5.0% | 3.2% | 10.0% | i | 15.5%
C=CCN1C(=O)C(Cc2ccccc2)S/C1=N/N=C/c1cccs1 (stereo not given) | 5.7% | 12.0% | -10.1% | 3.9% | 4.5%
CCOC(=O)C[C@H]1c2ccc(C(F)(F)F)cc2S(=O)(=O)N1c1cccc(OC)c1 | 0.1% | 53.5% | -5.8% | 0.4% | 12.4%
COc1ccccc1NC(=O)COc1ccc(Br)cc1CNC1CCCC1 | 17.4% | 70.0% | -0.3% | 1.1% | 74.3%
NC(=O)CSc1ncc(-c2ccccc2)[nH]1 | -2.6% | -5.2% | 12.8% | 0.2% | -7.0%

(further entries)
SMILES | H1N1 NS1A inhibition | M. tuberculosis HTS | Salmonella PhoP GFP | inhibitors of VEEV | tuberculosis growth | others
CCN(CC)c1nc2c(C)cccn2c(=O)c1C=C1C(=O)NC(=O)NC1=O | 2.8% | -3.1% | -3.9% | 2.0% | -0.7%
Cc1nc(SCc2ccc(O)c([N+](=O)[O-])c2)n[nH]1 | -4.8% | -1.2% | 5.7% | 1.5% | 25.2%
Cc1noc(C)c1NC(=O)N(C)C[C@H]1Oc2ccc(NC(=O)NC(C)C)cc2C(=O)N([C@H](C)CO)C[C@H]1C | -6.7% | -5.9% | . | i | 5.3%
COC(=O)CCCC(=O)OC | 0.2% | -1.0% | . | i | 1.3%
Cc1noc(C)c1NC(=O)N(C)C[C@H]1Oc2c(NC(=O)Nc3ccc(C(F)(F)F)cc3)cccc2C(=O)N([C@H](C)CO)C[C@@H]1C | 2.4% | 4.2% | . | 0.5% | 20.3%
Cc1ccc(NC(=O)CSc2nc3ccccc3nc2N2CCOCC2)cc1 | -39.8% | -10.2% | -6.5% | 7.0% | -24.4%
Cc1ccc(-c2n[nH]c3c2CCC3)cc1 | 7.4% | ? | 11.1% | 0.3% | ?
CCC(=O)N1CCc2cc(S(=O)(=O)N3CCCC3)ccc21 | 3.1% | -9.4% | 0.9% | 0.1% | -12.8%
CCCNC(=O)C1=C(C)C(=O)OC12CCC(C)CC2 (stereo not given) | 1.8% | -2.1% | 6.6% | i | 12.2%
CC1CCCC(C)N1CCCNC(=O)CCn1c(=O)c2cccn2c2cccnc21 (stereo not given) | 0.5% | -3.4% | 8.8% | 2.0% | -1.3%
O=C(Nc1nccs1)c1ccc([N+](=O)[O-])cc1Cl | 1.5% | 1.4% | 1.3% | 0.6% | -2.2%
O=C1c2ccc([N+](=O)[O-])cc2C(=O)N1CNc1ccccn1 | 0.3% | -0.9% | 4.2% | i | -8.4% | inhibitors of VEEV 10K pilot screen=1.4
CN(C)S(=O)(=O)c1cccc(NC(=O)c2cc3c(cc2Cl)N2CCCCCC2=NS3(=O)=O)c1 | 0.9% | 0.7% | 7.9% | 1.0% | 9.4%
CC(C)C1N=C2c3ccccc3N=C(SCC(=O)c3ccc(O)c(O)c3)N2C1=O (stereo not given) | -1.5% | 1.3% | 22.6% | 8.9% | 15.0%
N#Cc1ccccc1OCC(=O)NNC(=O)CCNC(=O)c1ccccc1 | -0.5% | -9.8% | . | 0.6% | -1.2%
O=C(Nc1ccc(NC(=O)C2CCCCC2)nc1)c1cccs1 | -5.8% | 12.8% | 3.3% | 0.8% | 59.7%
CSc1ncc(/C=C2/C(=O)NC(=O)N(c3ccc(C)cc3)C2=O)cn1 | -2.8% | -2.2% | 14.4% | 0.2% | 9.7%
O=C(OCC(=O)N1CCN(c2ccccc2)CC1)c1ncc(Cl)c(Cl)c1Cl | 8.9% | 24.8% | 0.2% | 1.2% | 66.0%
Nc1cc(N)nc(SCc2ccc(Cl)cc2)n1 | -1.0% | 4.9% | -8.5% | 1.3% | 54.7%
Cc1cccc(OCCn2nnc3ccccc32)c1C | -14.5% | -7.1% | -1.4% | i | 50.8%
O=C(CN1CCN(c2ccccc2F)CC1)c1c[nH]c2ccc(F)cc12 | 5.0% | 2.6% | 6.0% | i | 6.3%
[O-]C1=N/[N+](=C/c2ccccc2Cl)CC1 | -6.7% | 4.5% | -3.2% | i | -6.3%
COC(=O)c1cc(-c2ccc(C)cc2)n[nH]1 | -19.5% | 1.4% | -1.9% | 0.3% | 41.5%
O=C(O)C1C2CCC(O2)C1C(=O)NCCC1=CCCCC1 (stereo not given) | -0.5% | -13.1% | -2.6% | 1.5% | -4.7%
C=C(Br)Cn1cnc2ccccc21 | 11.5% | 4.5% | 2.9% | 0.7% | -8.9%
O=C(NCc1ccncc1)c1ccc(N2CCCC2)c([N+](=O)[O-])c1 | -1.3% | 3.4% | -16.0% | i | -5.3%
Cc1ccsc1C(=O)c1sccc1C | -12.2% | 7.6% | -7.2% | 0.5% | -24.3%
N#Cc1cc2cc3c(cc2nc1SCC(=O)OC1CCCCC1)OCO3 | 16.3% | 12.7% | -2.5% | i | 31.8%
Cc1ccc(NC(=S)Nc2ccc(F)cc2)cc1C | 0.2% | 8.9% | -7.9% | 0.3% | ?
Cn1nccc1NC(=O)Nc1ccc(Cl)cc1 | -7.7% | 3.0% | -8.9% | 3.6% | -11.0%
CC(OC(=O)c1cccc(S(=O)(=O)N(C)C)c1)C(=O)NCC(=O)Nc1ccc(F)c(F)c1F (stereo not given) | 4.8% | . | . | i | .
O=C(CSc1nnnn1-c1ccccc1)N1CCc2ccccc21 | -2.3% | 30.7% | 5.3% | i | 11.5%
CS(=O)(=O)N1N=C(c2ccc3nccnc3c2)CC1c1ccccc1 (stereo not given) | 2.5% | 3.8% | -1.8% | 3.4% | 12.7% | inhibitors of VEEV 10K pilot screen=3.5
CN(C(=O)COc1cc(C(F)(F)F)nn1C)c1ccccc1 | -1.0% | -5.3% | -5.9% | 0.5% | -2.8%
CSc1nc(N)nc2c1ncn2CC(=O)NCCNc1ccc([N+](=O)[O-])cn1 | -11.2% | 6.9% | . | 0.8% | 1.6%
CN(CC(=O)Nc1c(Cl)cccc1Cl)C(=O)Cc1cccs1 | -0.9% | -16.5% | . | i | 6.7%
O=S(=O)(N=C(NS(=O)(=O)c1ccc(Cl)cc1)c1ccccc1)c1ccc(Cl)cc1 | 3.3% | 5.5% | . | 7.9% | -5.9%
CCOC(=O)N1CC=C2C(C#N)=C(N)C(C#N)(C#N)[C@H](c3ccc(OC(C)C)c(OCC)c3)[C@H]2C1 | -8.0% | 0.8% | -6.4% | 5.6% | 11.7%
COc1ccc(NC(=O)CSc2nc(N)c3cc4c(nc3n2)CCCC4)cc1 | -3.5% | 1.6% | -8.3% | 7.1% | 17.1%
COc1ccc(C2=NOC(CN3C(=O)c4ccccc4S3(=O)=O)C2)cc1 (stereo not given) | 0.2% | -8.1% | 1.9% | 2.0% | -8.3%
O=C(NCCc1ccccc1Cl)C1CCC(=O)N(C2CCCCCC2)C1 (stereo not given) | 0.2% | 4.4% | 2.8% | 0.1% | 3.1%
CC1(c2ccncc2)Nc2ccccc2-c2nc3ccccc3n21 (stereo not given) | 1.0% | 2.3% | -0.4% | 3.4% | 19.8%
CCOC(=O)C1CCN(C(=O)c2c(-c3c(F)cccc3Cl)noc2C)CC1 | 1.8% | 0.6% | -4.4% | 1.5% | -6.2%
Cc1c(CCO)c(=O)[nH]n1S(=O)(=O)c1ccc(F)cc1 | 10.7% | 1.2% | -6.5% | i | 13.5%
Cc1ccc(-c2nn(CC(=O)NCC3CCCO3)c(=O)c3ccccc23)cc1 (stereo not given) | -4.4% | 17.0% | -4.4% | 2.8% | 26.1%
Cn1c(=O)c2c(ncn2CC(=O)OCC(=O)c2ccc(F)c(F)c2)n(C)c1=O | -10.9% | -14.3% | -5.0% | 0.6% | -8.2%
CCCn1cc(CN2CCC(Oc3ccc(C(=O)N4CCCC4)cc3)CC2)c(C)n1 | -2.1% | -2.9% | 0.9% | i | -10.0%
c1ccc(OCCSc2nc3ccccc3o2)cc1 | -7.7% | 7.6% | -9.1% | i | ?
CCc1ccc(NC(=O)C2CCCN(S(=O)(=O)c3cccs3)C2)cc1 (stereo not given) | 3.7% | -0.1% | -8.8% | 1.6% | -9.2%
O=C(NCc1ccccc1)N1CCOCC1 | -13.8% | -2.4% | 9.4% | 0.5% | -10.8%
Next compounds follow:
SMILES | H1N1 NS1A inhibition | M. tuberculosis HTS | Salmonella PhoP GFP | inhibitors of VEEV | tuberculosis growth | others
Cc1cc(C(=O)NCc2cccs2)nn1C | -4.7% | 4.2% | -3.8% | i | 19.6%
CCSc1cc(N2CCOCC2)nc(-c2ccc(Cl)cc2)n1 | -6.6% | -5.4% | -4.8% | 1.9% | -17.4% | inhibitors of VEEV 10K pilot screen=2.0
COc1ccc(/C=N/N2CCN(c3ccc(Cl)cc3)CC2)cc1 | 6.0% | -1.7% | 0.5% | 0.0% | -3.1%
Cc1cc2[nH]ncc2cc1NC(=S)NC(=O)c1ccccc1 | -4.0% | -4.8% | 2.6% | 4.0% | 7.7%
COC(=O)c1ccccc1NC(=O)c1ccc(COc2ccc3c(c2)CCC3)cc1 | 5.4% | 3.5% | 12.2% | 1.0% | -8.7%
CCOc1ccccc1CN1CCNC(=O)C1CC(=O)NC1CCCCC1 (stereo not given) | 5.8% | 1.3% | -0.8% | 0.3% | 9.2%
O=S1c2ccccc2Oc2ccccc21 | 0.7% | . | . | i | .
COc1ccc(S(=O)(=O)N(CC(=O)NCc2ccco2)c2ccc(C)cc2)cc1OC | 7.5% | -0.8% | -10.2% | 1.4% | -4.8%
Cc1cc(N2CCN(c3ccccc3)CC2)nc(-c2ccccc2O)n1 | -2.2% | -13.2% | -1.5% | 2.4% | -1.5%
CCn1c(=NC(=O)CSC(C)=O)sc2cc(OC)ccc21 | 3.2% | -10.9% | -9.2% | 1.7% | 61.5%
CN(C)c1ccc(N2C(=NC(=O)CCC3CCCC3)SC3CS(=O)(=O)CC32)cc1 (stereo not given) | 4.7% | -2.5% | 3.7% | 5.7% | 5.7%
CSc1nc2oc3c(c2c2nncn12)CC(C)(C)SC3 | -6.0% | -2.5% | -7.5% | 2.0% | 3.4%
Oc1ccc(/C=N/NC(=S)NCC2CCCO2)cc1 (stereo not given) | -6.2% | -3.2% | -7.0% | 2.5% | 9.3%
CCOC(=O)N1CCN(S(=O)(=O)c2ccc(C(=O)Nc3sc4c(c3C(N)=O)CCN(CC)C4)cc2)CC1 | 2.3% | 5.0% | 2.4% | 3.8% | -6.2%
Cc1cc(NC(=O)c2ccc(-c3ccc(F)c(Cl)c3)o2)no1 | -16.5% | 1.9% | -0.4% | i | -21.9%
C=CCN1/C(=C(\C#N)C2=NS(=O)(=O)c3ccccc32)N(C)c2ccccc21 | 14.6% | -9.9% | 8.4% | 4.1% | 37.2%
